High-throughput results from PubChem.
D2 agonist – HTS Assay for Allosteric Agonists of the Human D2 Dopamine Receptor: Primary Screen for Agonists; D(2) dopamine receptor (Homo sapiens), P14416; HEK293 T-REx D2 cells, calcium flux agonist mode; activation, % at 2 µM; hit rate 0.53% among 340,000;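 active = activation over 3 SD above normal in the single-dose calcium agonist read, cut at about 30% in these data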; note: 0% is about no effect
Target sequence (P14416 whole entry, looked up): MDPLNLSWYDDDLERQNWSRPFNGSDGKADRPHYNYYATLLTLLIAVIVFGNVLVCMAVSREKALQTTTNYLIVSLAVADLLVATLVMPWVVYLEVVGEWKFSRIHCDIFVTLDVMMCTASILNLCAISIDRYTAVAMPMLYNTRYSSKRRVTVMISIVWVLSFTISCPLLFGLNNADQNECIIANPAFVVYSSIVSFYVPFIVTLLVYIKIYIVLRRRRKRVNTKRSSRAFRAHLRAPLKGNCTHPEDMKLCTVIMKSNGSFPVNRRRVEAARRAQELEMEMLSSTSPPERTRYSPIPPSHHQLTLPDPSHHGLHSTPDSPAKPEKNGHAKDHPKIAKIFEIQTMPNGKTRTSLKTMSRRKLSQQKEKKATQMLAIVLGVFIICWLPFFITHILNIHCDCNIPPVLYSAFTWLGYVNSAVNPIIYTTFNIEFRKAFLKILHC
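Calcium-flux readout, 1 cycle/sec over 180 s following compound pin transfer, in inducible HEK293 Trex D2 cells (force-coupled); dopamine controls included. Positive calcium responses during this window marked compounds as potential agonists.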
RXFP1 ag – qHTS Assay for Agonists of the Relaxin Receptor RXFP1 | Relaxin receptor 1 (Homo sapiens), Q9HBX9 | HEK293T-RXFP1 cAMP TR-FRET, 30 min; response scale: percent of porcine relaxin response, buffer zero | Potency, µM (top dose mostly 57.5 µM), for inactives: top-dose activation, actives largely listed as activators | hit rate 0.3% among 370,000; active = well fitted activation curve with a large enough effect; inconclusive = small, poorly fitted or top-dose-only effect; note: potency is the fitted concentration of half-maximal effect; % is set by controls: 0 for no effect and ±100 for the full control effect; nearly all actives have a fitted effect of over 60% in size; many of its hits are not listed in these tables
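cAMP rise read by TR-FRET after 30 min, 37C compound exposure (up to 58 uM) in RXFP1-transfected HEK293 cells with Ro 20174 present. EC50 from Hill-equation fits, with 29 nM porcine relaxin as 100% and buffer as basal.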
D2 potentiator – HTS Assay for Positive Allosteric Modulators of the Human D2 Dopamine Receptor: Primary Screen for Potentiators. D(2) dopamine receptor (Homo sapiens), P14416. AID 485347, 2010. potentiation, % at 10 µM. hit rate 0.34% among 340,000. HEK293 T-REx D2, calcium flux, EC20 dopamine potentiation;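 active = potentiation over 3 SD above the plate norm, cut at about 30% in these data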; note: 0% is about no effect
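Using a no-wash calcium dye in inducible, force-coupled HEK293 Trex cells expressing D2, we tracked fluorescence each second for 180 s after compound, then for 180 s after EC20 dopamine to detect augmented signalling.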
D1 ag – Allosteric Agonists of the Human D1 Dopamine Receptor: qHTS; D(1A) dopamine receptor (Homo sapiens), P21728; HEK293 T-REx D1 cells, calcium flux, agonist mode; activation, % at 2 µM; hit rate 1% among 360,000; AID 504660, 2011; in the data active = activation above about 30%; note: 0% is about no effect
Target sequence (P21728 whole entry, looked up): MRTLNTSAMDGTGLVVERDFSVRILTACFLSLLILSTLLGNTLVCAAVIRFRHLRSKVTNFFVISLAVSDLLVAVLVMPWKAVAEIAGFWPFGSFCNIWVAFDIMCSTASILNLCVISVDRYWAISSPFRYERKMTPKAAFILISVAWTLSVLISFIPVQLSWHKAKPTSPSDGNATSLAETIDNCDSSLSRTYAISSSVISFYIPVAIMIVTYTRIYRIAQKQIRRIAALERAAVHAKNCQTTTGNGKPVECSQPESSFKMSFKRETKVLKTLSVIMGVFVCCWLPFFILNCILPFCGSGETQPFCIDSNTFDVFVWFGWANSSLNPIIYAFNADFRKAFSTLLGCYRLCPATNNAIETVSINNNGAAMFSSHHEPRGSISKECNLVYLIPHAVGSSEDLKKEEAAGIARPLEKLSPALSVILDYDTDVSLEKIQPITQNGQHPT
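Tetracycline-induced HEK293 TREx D1 cells, force-coupled to calcium signalling, were dye-loaded with a no-wash calcium kit. Compound was pin-added after a 10 s baseline. Fluorescence was read kinetically at 1 cycle/s for 180 s, with calcium rises flagged as agonism.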
D2 antagonist – HTS Assay for Allosteric Antagonists of the Human D2 Dopamine Receptor: Primary Screen for Antagonists. HEK293 TREx D2 cells, calcium flux, dopamine EC80. D(2) dopamine receptor (Homo sapiens), P14416. hit rate 2% among 340,000. inhibition, % at 10 µM; in the data active = inhibition above about 30%; note: 0% is about no effect
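Measurement of antagonist activity uses fluorescent calcium dye in inducible HEK293 T-REx D2 cells: 10 s baseline, compound addition with 180 s read, EC80 dopamine addition with a further 180 s read.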
TRHR enhancer – qHTS for Small Molecule Agonists and Allosteric Enhancers of Human TRH Receptor: Primary Screen for Enhancers. Thyrotropin-releasing hormone receptor (Homo sapiens), P34981. TRHR cells, fluo-8 calcium fluorescence, EC20 TRH enhancement. enhancement, % at 2 µM. hit rate 0.66% among 360,000. AID 493056, 2011; in the data active = enhancement above about 30%; note: 0% is about no effect
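TRHR-expressing cells loaded with fluo-8 calcium dye were read kinetically (ex 480/em 530) during compound addition, then stimulated with an EC20 of TRH (10 nM final). Enhancement of the Gq-mediated intracellular calcium response was scored.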
D1 antagonist – Antagonist of Human D 1 Dopamine Receptor: qHTS | HEK293 TREx D1 cells, calcium flux, dopamine EC80; stronger effect = lower value | D(1A) dopamine receptor (Homo sapiens), P21728 | hit rate 3.2% among 360,000 | activity change, negative = inhibition, % at 10 µM; in the data active = activity change below about -30%; note: % is set by controls: 0 for no effect and ±100 for the full control effect
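Cells carrying a force-coupled, tetracycline-inducible human D1 receptor report calcium flux. Each well gets a 10 s baseline, compound with 180 s monitoring, then an EC80 dopamine stimulus with a second 180 s kinetic read.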
D1 potentiator – Potentiators of Human D1 Dopamine Receptor: qHTS | D(1A) dopamine receptor (Homo sapiens), P21728 | HEK293 TREx D1 cells, calcium flux, dopamine EC20 potentiation | hit rate 0.036% among 360,000 | AID 504651, 2011 | potentiation, % at 10 µM; in the data active = potentiation above about 30%; note: 0% is about no effect
RXFP1 antagonist – qHTS Assay for Antagonists of the Relaxin Receptor RXFP1; Relaxin receptor 1 (Homo sapiens), Q9HBX9; HEK293-RXFP1, relaxin-stimulated cAMP HTRF, 30 min; stronger effect = lower value; activity change, negative = inhibition, % at 57.5 µM; hit rate 0.59% among 350,000; AID 1259400, 2018;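 active = activity change of -60% or lower, but not beyond a set lower limit; inconclusive = change between -60% and -40%, or beyond the set limit; inactive = change above -40%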; note: % is set by controls: 0 for no effect and ±100 for the full control effect
* hit, by the source's call; ? = inconclusive; nt = not tested or not shown.

Structure	D2 agonist	RXFP1 ag	D2 potentiator	D1 ag	D2 antagonist	TRHR enhancer	D1 antagonist	D1 potentiator	RXFP1 antagonist
Cc1cc2oc(=O)cc(C)c2cc1NC(=O)CCl	0.7	0.0%	2	1	0	4	-10	-3	7
Cc1cc(N=Cc2cc(Cl)ccc2O)no1	0.0	-0.3%	10	2	-10	1	9	-3	-11
CC(=O)Nc1ccccc1-c1nn[nH]n1	0.7	0.7%	4	2	3	11	1	9	8
COc1cccc(-c2ccc(=O)n(CC(=O)Nc3ccc(C(=O)N4CCCC4)cc3)n2)c1	0.0	-1.9%	1	2	-41	9	9	-1	-2
C=C1CCC(O)C2(C)CCC3C(C)C(=O)OC3C12O (configuration not stated)	0.9	4.7%	-9	2	10	-6	-2	-8	6
COc1ccc(NC(=O)CN(c2ccccc2F)S(=O)(=O)c2ccc(C)cc2)c(OC)c1	0.1	0.6%	-1	4	10	-3	-11	-14	2
S=C(Nc1ccc(Oc2ccccc2)cc1)NC1CCCCCC1	2.5	0.4%	-10	6	-10	-9	-21	-6	-28
Cc1cc(C)n(CC(=O)N2CCCC(N3CCN(c4cccc(C(F)(F)F)c4)CC3)C2)n1 (configuration not stated)	0.2	-0.2%	-9	1	1	-5	3	-4	-1
COc1ccc(Cn2nnnc2C(c2cc3ccc(OC)cc3[nH]c2=O)N2CCC(C)CC2)cc1 (configuration not stated)	1.3	0.1%	-5	0	12	-8	-18	-2	-4
CC1CN(C(=O)c2cccc(S(=O)(=O)N3CCN(c4ccccc4)CC3)c2)CC(C)O1 (configuration not stated)	-1.0	1.8%	-10	10	-33	-2	-25	nt	10
O=C(NN=C1C2CC3CC(C2)CC1C3)c1cccs1	0.9	0.4%	-13	1	14	2	-17	-3	3
COc1ccccc1CC(=O)Nc1nc(-c2ccc(F)c(F)c2)cs1	-1.0	-2.4%	-4	5	12	-5	2	-7	-15
CCc1nn(CC(=O)N2CCN(c3cccc(C)c3)C(C)C2)c(=O)c2cc3sccc3n12 (configuration not stated)	-0.6	11%	8	3	nt	3	6	-4	-25
COc1cc(OC)c(NC(=O)C(C)n2c(=O)cc(-c3ccccc3)c3c(C)nn(C)c32)cc1Cl (configuration not stated)	nt	0.7%	-11	4	nt	-6	23	-4	-12
Cn1c(=O)c2c(nc(Br)n2CC(=O)C23CC4CC(CC(C4)C2)C3)n(C)c1=O	-0.1	6.7%	10	2	3	7	9	-2	5
O=C(NCCc1ccc(Cl)cc1)c1nc(-c2cccc(F)c2)n2c1CCCCC2	-0.7	-1.0%	-4	17	nt	-1	21	2	-23
CCc1ccc(NC(=O)C2(c3ccccc3)CC2(Cl)Cl)cc1 (configuration not stated)	2.7	2.2%	5	19	-13	-2	30	-3	-10
CCCn1c(SCc2nc(-c3ccc(OC)cc3OC)no2)nnc1-c1ccc(Cl)cc1	-0.7	-2.8%	5	0	nt	0	-4	0	-11
CSc1nsc(SCC(=O)Nc2nc3ccc(C)cc3s2)n1	nt	-0.1%	nt	3	nt	-9	-2	0	-1
COc1cccc(CSc2nc3ccccc3c3nc(CCn4c(C)nc5ccccc54)nn23)c1	0.8	4.3%	9	5	nt	4	9	-2	-2
O=C(NCCCN1CCN(CCCNC(=O)c2cccc([N+](=O)[O-])c2)CC1)c1cccc([N+](=O)[O-])c1	-0.9	0.0%	-8	0	-16	-3	-30	0	-5
CCn1cc(S(=O)(=O)Nc2cc(F)ccc2C)cn1	0.6	1.7%	7	2	6	-1	1	3	7
Oc1ccc(Cl)cc1CNc1nccs1	-0.1	-0.5%	12	6	-11	-1	-2	-2	-3
Cc1ccc(C)c(Cn2nnc(C(=O)Nc3ccc4c(c3)OCCO4)c2N)c1	4.4	1.5%	-8	50*	7	7	-4	6	-15
O=C(Nc1nnc(C2CC2)o1)c1ccc(S(=O)(=O)N2CCCc3ccccc32)cc1	-1.0	-0.3%	-27	2	6	-2	-28	-6	nt
O=C(NCC1CCN(c2ccc(S(=O)(=O)N3CCOCC3)cc2)CC1)c1cccc(Cl)c1	-2.3	-0.4%	-15	4	-5	4	0	3	-4
C/C(=C\C(=O)c1ccc(Br)cc1)NNC(=O)c1ccc(O)cc1	-0.2	1.5%	10	3	-4	7	-4	-9	2
COc1cccc(-c2cc(C(=O)NCCCn3ccnc3)c3ccccc3n2)c1	-0.1	-0.6%	3	3	-14	1	2	-3	10
CSCC[C@@H](C(=O)Nc1ccc2c(c1)OCCO2)N1Cc2ccccc2C1=O	0.9	0.5%	23	0	3	1	-15	nt	nt
CCN1CCN(c2ccc(S(=O)(=O)N3CCCCC3)cc2NC(=O)COc2ccccc2)CC1	0.4	2.4%	-14	0	-6	4	-4	-8	-13
CCN(CC)S(=O)(=O)c1ccc2c(c1)N(CC(=O)Nc1c(C)cccc1C)C(=O)C1CCCN21 (configuration not stated)	0.3	1.5%	-3	-1	nt	-6	2	-1	-2
COC(=O)CSc1nnc(CNC(=O)c2ccccc2OC)n1-c1ccc(OC)cc1	nt	2.5%	nt	3	nt	-2	5	-2	31
CC(=O)c1ccc(-c2nnc(CCC(=O)N3CCCC(C(=O)CC(C)C)C3)o2)s1 (configuration not stated)	nt	7.3%	nt	0	nt	-2	-13	-4	-3
O=C(CCc1nc(-c2ccccc2F)no1)NCCN1CCOCC1	0.7	2.5%	2	0	-15	0	-9	-2	-5
Cc1cc(NC(=O)c2cc(C)on2)no1	0.7	22%	-8	3	-10	4	-1	0	1
Nc1ncc(-c2ccccc2)c(-c2ccc(OCc3ccccc3)cc2O)n1	-0.2	0.9%	0	4	-1	-2	-6	1	-14
Cc1ccc2c(c1)c1c(n2CC(O)Cn2nc(C)c(Br)c2C)C(=O)CCC1 (configuration not stated)	-1.9	1.6%	24	2	5	4	-1	3	8
Fc1ccc(NC2=NCCCCC2)cc1	-1.7	1.4%	1	1	29	1	3	-6	-1
Cc1nn(-c2ccccc2)c(C)c1CN	1.6	2.3%	-11	0	-7	-5	3	-4	-8
CCOc1c(Br)cc(CNc2ncn[nH]2)cc1OC	-1.5	-0.4%	13	3	-13	0	7	-2	0

Structural class, the entries above with an aryl thioether with sulfur outside any ring
Structure	D2 agonist	RXFP1 ag	D2 potentiator	D1 ag	D2 antagonist	TRHR enhancer	D1 antagonist	D1 potentiator	RXFP1 antagonist
CCCn1c(SCc2nc(-c3ccc(OC)cc3OC)no2)nnc1-c1ccc(Cl)cc1	-0.7	-2.8%	5	0	nt	0	-4	0	-11
CSc1nsc(SCC(=O)Nc2nc3ccc(C)cc3s2)n1	nt	-0.1%	nt	3	nt	-9	-2	0	-1
COc1cccc(CSc2nc3ccccc3c3nc(CCn4c(C)nc5ccccc54)nn23)c1	0.8	4.3%	9	5	nt	4	9	-2	-2
COC(=O)CSc1nnc(CNC(=O)c2ccccc2OC)n1-c1ccc(OC)cc1	nt	2.5%	nt	3	nt	-2	5	-2	31

Remaining list, next part.
Structure	D2 agonist	RXFP1 ag	D2 potentiator	D1 ag	D2 antagonist	TRHR enhancer	D1 antagonist	D1 potentiator	RXFP1 antagonist
Cc1cnc([N+](=O)[O-])n1CCOC(=O)c1cccc(F)c1	2.4	-0.2%	15	0	11	3	-2	0	-15
CN1CCN(c2ccccc2NC(=O)c2ccc(Br)o2)CC1	nt	1.7%	nt	-1	nt	6	-8	-2	5
COc1ccccc1C(=O)Nc1ccc2nc(SCC(=O)N(C)C)sc2c1	-5.2	3.2%	3	2	-7	14	-6	0	15
COc1ccc(-c2nc3sc(CCNS(=O)(=O)c4ccccc4)c(C)n3n2)cc1	0.9	3.9%	nt	14	nt	1	nt	-1	-7
Cn1c(C(=O)NCCCN2CCCC2=O)cc2c(=O)n(C)c3ccccc3c21	-0.3	2.1%	8	2	-3	6	-23	-1	-20
COCCNC(=O)CSc1ccccc1C(=O)NCC1CCCCC1	-1.2	1.3%	1	0	-11	-1	10	-6	4
CCOc1ccccc1NC(=O)NC(CC)c1c(-n2cccc2)sc2c1CCN(C)C2 (configuration not stated)	0.8	3.8%	2	2	nt	6	6	4	-9
O=C(O)c1ccccc1NS(=O)(=O)c1cccc2cccnc12	-0.4	0.2%	-6	10	-5	-1	4	-1	-9
COc1cccc(C(=O)Nc2ccccc2C(=O)NC2CC2)c1	-0.6	-0.3%	-3	3	-16	-6	-7	1	-9
Cc1ccc(C(=O)NC2CCC(C)CC2)s1 (configuration not stated)	-1.5	0.1%	-12	1	0	-7	-1	-5	-4
S=c1[nH]nc(Cn2nnc3ccccc32)n1-c1ccc(Cl)cc1	0.7	8.1%	-8	4	-9	8	9	-4	2
CC(=O)C1=C(C)NC(SCC(=O)c2ccc(F)cc2)=C(C#N)C1CC(C)C (configuration not stated)	0.2	26%	13	8	15	-1	-2	0	0
O=C(CN1CCCN(Cc2ccc(F)cc2)S1(=O)=O)NC1CCCC1	-0.7	0.7%	2	0	-28	6	3	7	12
CCc1ccccc1NC(=O)N1CCC2(CC1)Oc1ccccc1C(=O)N2Cc1ccccc1F	0.1	-0.2%	15	0	nt	2	-12	-2	5
CCc1ccc(C(=O)c2cn(CC(=O)Nc3ccc(OC)c(Cl)c3)c3nc(C)ccc3c2=O)cc1	0.9	?	-4	3	nt	12	12	-4	2
Cc1ccc(S(=O)(=O)N2CCCN(Cc3nc4ccccc4c(=O)[nH]3)CC2)cc1	0.0	0.6%	3	4	7	-2	0	-4	-12
Cc1ccc(C)c(NC(=O)NNC(=O)c2ccc3ccccc3c2O)c1	nt	-3.0%	5	0	nt	-9	-7	0	-9
COc1cccc(CC(=O)Nc2ccc(-c3csc(C)n3)cc2)c1	0.0	4.5%	-1	0	0	1	16	-4	-7
CCOc1c2ccc(C(=O)NCc3ccccc3OC)cc2nn1CC	-0.6	4.1%	-4	7	3	-3	-14	-6	nt

The list is partial; the hit share may differ from the screen's.
